Source: PubChem
SENP1 FRET inh = inhibitors of human SENP1 SUMO protease catalytic domain; Q9P0U3; hit rate 0.21% among 360,000; recombinant SENP1 catalytic domain, CyPet-SUMO1-YPet FRET cleavage; inhibition, % at 10 µM;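 active = inhibition at least 30% at 10 µM, raw YFP signal under a set limit, fluorescence ratio 0.5 to 1.5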;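 note: 0% = enzyme with DMSO and 100% = no enzyme wells; some results filed as inactive read as strong as hits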
Target sequence (Q9P0U3 419-644 limits assumed): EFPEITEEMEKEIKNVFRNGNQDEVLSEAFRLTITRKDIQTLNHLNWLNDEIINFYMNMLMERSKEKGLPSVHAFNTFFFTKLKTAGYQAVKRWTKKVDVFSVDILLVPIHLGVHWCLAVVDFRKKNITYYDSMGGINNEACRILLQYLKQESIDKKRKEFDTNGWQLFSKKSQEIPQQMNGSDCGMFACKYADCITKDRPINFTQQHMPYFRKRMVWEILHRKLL
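Compound: 10 µM single point, 0.5% DMSO; Test system: hSENP1 catalytic domain, recombinant; Timing: 50 min reaction at room temperature; Technique: FRET, CFP and YFP emission; Control set: no-enzyme wells low, DMSO-plus-enzyme wells high control.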
SENP8 block-1 = blocks the human protease SENP8 | hit rate 1.2% among 330,000 | Q96LD8 | AID 2540 | inhibition, % at 10 µM | purified SENP8, Z-RLRGG-aminoluciferin cleavage, luminescence; in the data active = inhibition above about 50%
Target sequence (Q96LD8 whole entry, looked up): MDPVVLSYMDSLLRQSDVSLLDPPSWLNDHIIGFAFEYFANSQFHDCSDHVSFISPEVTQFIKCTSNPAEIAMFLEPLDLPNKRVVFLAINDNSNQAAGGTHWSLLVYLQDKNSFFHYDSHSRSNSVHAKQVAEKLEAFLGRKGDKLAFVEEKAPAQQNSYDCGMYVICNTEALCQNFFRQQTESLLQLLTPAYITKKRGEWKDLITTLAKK
beta cell repl = MIN6 beta-cell proliferation induction; MIN6 cells proliferation, ATPlite luminescence, 48 h; cells starved in 0.2% serum; 100% = growth in 10% serum; proliferation, % at 10 µM; hit rate 0.29% among 330,000;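 active = compounds whose signal lies at least 3.5 SD above the mean of all wells on their plate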;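 note: 0% = DMSO-treated cells in low-serum medium and 100% = 10% serum control; some compounds called inactive have numbers as strong as hits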
PfGluPho inh = PfG6PD (Plasmodium falciparum) enzyme inhibition; PfGluPho enzyme, NADPH resazurin-diaphorase fluorescence; inhibition, % at 20 µM; hit rate 0.78% among 350,000;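 active = inhibition reaching at least a set limit at 20 µM in the primary screen, cut at about 59% in these data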;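 note: 0% = DMSO wells with substrate and 100% = DMSO wells lacking glucose-6-phosphate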
SENP8 block-2 = blocks human SENP8 cleavage of Nedd8 substrate. Q96LD8. AID 602440. recombinant SENP8, Nedd8 substrate fluorescence. inhibition, % at 20 µM. hit rate 0.64% among 360,000; in the data active = inhibition mostly above about 40%, no sharp cut-off; inactive = mostly below about 27%
SENP7 inh = blocks the human protease SENP7; recombinant SENP7, Z-RLRGG-aminoluciferin luminescence, 40 min; AID 434973; hit rate 1.5% among 330,000; Q9BQF6; inhibition, % at 5 µM;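 active = inhibition above about 50% at the single test dose, limit read from the data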;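 note: plate controls were DMSO with enzyme for no effect and no enzyme buffer wells for full effect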
SENP6 block = inhibitors of human SENP6 protease | hit rate 1.8% among 330,000 | Q9GZR1 | Recombinant SENP6 catalytic domain, aminoluciferin luminescence | inhibition, % at 10 µM;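 active = inhibition above about 50% at the single tested dose, limit read from the data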;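 note: plate controls were DMSO wells with enzyme for no effect and DMSO wells lacking enzyme for full effect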
Target sequence (Q9GZR1 628-1112 limits assumed): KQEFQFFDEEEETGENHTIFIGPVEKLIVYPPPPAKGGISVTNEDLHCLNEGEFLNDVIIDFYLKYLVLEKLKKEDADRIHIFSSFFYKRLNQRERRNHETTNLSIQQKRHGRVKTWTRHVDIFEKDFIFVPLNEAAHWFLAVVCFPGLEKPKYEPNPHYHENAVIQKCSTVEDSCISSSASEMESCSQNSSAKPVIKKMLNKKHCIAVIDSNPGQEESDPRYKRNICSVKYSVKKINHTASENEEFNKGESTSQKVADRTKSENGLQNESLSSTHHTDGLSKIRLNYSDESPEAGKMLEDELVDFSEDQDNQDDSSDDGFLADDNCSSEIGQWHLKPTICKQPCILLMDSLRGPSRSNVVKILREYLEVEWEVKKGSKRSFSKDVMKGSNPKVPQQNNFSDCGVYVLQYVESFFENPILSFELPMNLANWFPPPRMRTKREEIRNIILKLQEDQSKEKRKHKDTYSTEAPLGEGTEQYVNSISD
HKDC1 inhibitor = blocks human hexokinase HKDC1 activity; Q2TB90; recombinant HKDC1, G6PDH/diaphorase resazurin coupled fluorescence; inhibition, % at 20 µM; hit rate 0.16% among 340,000;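 active = inhibition above about 35% when tested at 20 µM, limit read from the data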;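 note: plate controls were DMSO wells with enzyme for no effect and DMSO wells lacking enzyme for full effect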
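Material: recombinant HKDC1 hexokinase; Amount: HKDC1 at 5 µg/mL; Medium: Tris pH 8.0 buffer with MgCl2, Tween-20, BSA, BME; Schedule: 90 min reaction incubation at room temperature, dark; Technique: coupled resazurin fluorescence, excitation 525 nm, emission 613 nm.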
UBC13 polyUb = blocks human UBC13 polyubiquitin chain formation; inhibition, % at 20 µM; AID 485273; hit rate 0.47% among 330,000; TR-FRET; in the data active = inhibition above about 45%, passing the limit was not always enough
Active calls of the source: *; nt = not tested or not shown.

1	Cc1csc(NC(=O)c2nn(C)c(C)c2[N+](=O)[O-])n1
2	Cc1nc2ccc(N=NC3=C(O)CCCC3=O)cc2s1
3	Cc1cc(Br)ccc1SCC(=O)Nc1cccnc1
4	O=C(c1cc(COc2ccc3ncccc3c2)on1)N1CCCC(O)C1 (stereo not given)
5	CCC(=O)Nc1ccccc1-c1nc2ccccc2[nH]c1=O
6	Cc1ccc(-n2c(SCC(=O)O)nc3sc4c(c3c2=O)CCCC4)cc1
7	CC(NC(=O)c1cc(-c2ccc(Br)cc2)on1)c1ccccc1 (stereo not given)
8	O=C(Nc1cccnc1)c1ccc2nc(-c3ccccc3)c(-c3ccccc3)nc2c1

compound no.	1	2	3	4	5	6	7	8
SENP1 FRET inh	3	9	-28	2	-2	0	2	2
HKDC1 inhibitor	-11	2	1	0	-7	-2	-8	-5
PfGluPho inh	10	6	-2	-4	15	-13	-14	-8
beta cell repl	-2	-1	-4	-3	-1	-3	-2	-3
SENP6 block	-3	10	4	-8	10	15	9	-1
SENP8 block-2	20	24	-28	-4	-43	-29	8	-22
SENP8 block-1	-10	-4	3	2	-3	-4	1	7
UBC13 polyUb	-10	-17	6	-2	-2	-15	-2	3
SENP7 inh	-4	7	4	7	4	0	1	3

9	CCCCc1nc2c(=O)[nH]c3ccccc3c2o1
10	CCN(CC)CCOC(=O)C(Cc1ccco1)Cc1cccc2ccccc12 (stereo not given)
11	O=C(CSc1nc2nc(-c3cccs3)cc(C(F)(F)F)c2c(=O)[nH]1)C(F)(F)F
12	Cn1ncc2nnn(-c3ccccc3)c(=O)c21
13	COc1ccc(-n2nc3c(c2NC(=O)C2CCCC2)CS(=O)C3)cc1 (stereo not given)
14	CCCC1(C(=O)OCC)NC(c2ccc(N(C)C)cc2)C2C(=O)N(c3ccccc3)C(=O)C21 (stereo not given)
15	COc1cccc(-n2nc3c(=O)n(Cc4ccccc4Cl)nc(C)c3c2C)c1
16	NC(=O)c1c(N)sc2c1CCC2

compound no.	9	10	11	12	13	14	15	16
SENP1 FRET inh	2	-2	-133	3	3	-4	-1	-16
HKDC1 inhibitor	0	-2	4	-6	-6	1	-5	3
PfGluPho inh	1	11	-6	-4	10	-3	-2	33
beta cell repl	1	-3	2	-2	-2	1	-2	1
SENP6 block	0	-6	-14	-9	-2	-7	0	-1
SENP8 block-2	26	14	-295	13	10	-318	5	-5
SENP8 block-1	0	-5	-6	2	-6	2	-9	9
UBC13 polyUb	6	-6	-13	-6	-2	5	17	-6
SENP7 inh	5	11	-6	-3	-2	3	-5	4

17	CC1CCC(N2CCN(C(=O)c3ccccc3F)CC2)CC1 (stereo not given)
18	O=C(Nc1cccs1)N1CCN(c2ncccn2)CC1
19	Cn1c(SCc2cc(=O)n3cc(Br)ccc3n2)nnc1C1COc2ccccc2O1 (stereo not given)
20	CCN1CCCC1Cn1cnc2c([nH]c3ccc(OC)cc32)c1=O (stereo not given)
21	Cc1cc(C)nc(N2CCCC(C(=O)Nc3ccc4nc(C)c(C)nc4c3)C2)n1 (stereo not given)
22	CCCCCCCCCCCCN1C/C(=C\C(=O)OCC)c2ccccc2S1(=O)=O
23	CC1CCN(CCCNC(=O)CCc2nnc3n(CCc4ccccc4)c(=O)c4ccccc4n23)CC1
24	Cn1c(SCC(=O)Nc2ccc3c(c2)oc2ccccc23)nnc1-c1ccccc1

compound no.	17	18	19	20	21	22	23	24
SENP1 FRET inh	-2	-2	-41	1	-2	-1	-2	0
HKDC1 inhibitor	-6	0	0	-7	25	8	-4	15
PfGluPho inh	-2	11	12	4	8	6	-13	-13
beta cell repl	1	-3	-2	3	2	-7	1	-3
SENP6 block	0	-22	3	9	-6	-23	1	-5
SENP8 block-2	11	7	-93	-431	-251	9	6	6
SENP8 block-1	1	-8	0	-1	-10	5	-4	2
UBC13 polyUb	-8	-1	-5	14	-12	-34	5	-20
SENP7 inh	-21	0	0	-6	-5	0	-3	-4

25	CN(CC(=O)Nc1cccc(F)c1)C(=O)CCc1nc2sc3c(c2c(=O)[nH]1)CCCC3
26	CCCc1nc(-c2ccc(-c3ccc(F)cc3)cc2)no1
27	CCCN(CCC)Cc1c(C(=O)N/N=C/c2cccs2)nnn1-c1nonc1N
28	CC1(OC(=O)C2CCCC2)C(=O)C=C2C=C(c3ccsc3)N(C(CO)CO)C=C2C1=O (stereo not given)
29	Oc1ccccc1-c1nnc(-c2ccc(C(F)(F)F)cc2)o1
30	O=C(N/N=C/c1cc2c(cc1Cl)OCO2)c1ccncc1
31	O=C(CSc1nnc(SCc2ccc(Cl)cc2)s1)N1CCOCC1
32	Cc1cc(N2CCOCC2)nc(-c2ccc([N+](=O)[O-])cc2)n1

compound no.	25	26	27	28	29	30	31	32
SENP1 FRET inh	-15	1	2	-47	-4	1	1	2
HKDC1 inhibitor	2	1	1	20	-7	-9	1	-6
PfGluPho inh	-7	5	10	66*	-18	14	5	5
beta cell repl	-2	-1	3	0	-1	0	-2	0
SENP6 block	-5	52*	7	11	20	-4	-14	-5
SENP8 block-2	-37	13	13	-14	2	-31	11	12
SENP8 block-1	-5	6	-1	2	-12	-6	-3	-2
UBC13 polyUb	0	-1	-17	-71	4	-3	10	-9
SENP7 inh	3	57*	-1	6	44	6	1	6

3 entries picked at random from those above, as already listed:
28	CC1(OC(=O)C2CCCC2)C(=O)C=C2C=C(c3ccsc3)N(C(CO)CO)C=C2C1=O (stereo not given)
25	CN(CC(=O)Nc1cccc(F)c1)C(=O)CCc1nc2sc3c(c2c(=O)[nH]1)CCCC3
30	O=C(N/N=C/c1cc2c(cc1Cl)OCO2)c1ccncc1

compound no.	28	25	30
SENP1 FRET inh	-47	-15	1
HKDC1 inhibitor	20	2	-9
PfGluPho inh	66*	-7	14
beta cell repl	0	-2	0
SENP6 block	11	-5	-4
SENP8 block-2	-14	-37	-31
SENP8 block-1	2	-5	-6
UBC13 polyUb	-71	0	-3
SENP7 inh	6	3	6

The results go on.
33	CC(=O)c1cccc(NC(=O)C2CCCN(S(=O)(=O)c3ccccc3)C2)c1 (stereo not given)
34	O=C(Cn1nnc(-c2ccccc2)n1)N/N=C/c1ccco1
35	COc1cccc(C2C3=C(CCCC3=O)Nc3nc(-c4cc(OC)c(OC)c(OC)c4)nn32)c1 (stereo not given)
36	CCCc1cc(C(N)=O)c(NC(C)=O)s1
37	N#Cc1ccccc1NC(=O)CSc1nnc(-c2ccncc2)o1
38	COc1ncnc2sc(-c3ccccc3)cc12
39	Cc1ccccc1Oc1nc2ccccn2c(=O)c1/C=C(\C#N)C(=O)Nc1c(C)n(C)n(-c2ccccc2)c1=O
40	COc1ccc(C(=O)N=C2SC3CS(=O)(=O)CC3N2c2ccc(N(C)C)cc2)cc1OC (stereo not given)

compound no.	33	34	35	36	37	38	39	40
SENP1 FRET inh	0	0	1	-7	5	-3	-9	5
HKDC1 inhibitor	-12	10	-9	-6	1	-9	-9	1
PfGluPho inh	1	-22	10	-2	-5	20	3	-9
beta cell repl	-2	-1	-5	0	0	3	0	14*
SENP6 block	-14	-9	-4	5	-5	93*	-3	1
SENP8 block-2	7	22	-22	3	12	3	-335	-15
SENP8 block-1	-2	6	0	10	-8	97*	-3	16
UBC13 polyUb	3	-8	19	-4	1	2	-10	12
SENP7 inh	8	-5	9	7	3	99*	-7	-1

7 structures from above, ordered by SMILES length, falling.
39	Cc1ccccc1Oc1nc2ccccn2c(=O)c1/C=C(\C#N)C(=O)Nc1c(C)n(C)n(-c2ccccc2)c1=O
35	COc1cccc(C2C3=C(CCCC3=O)Nc3nc(-c4cc(OC)c(OC)c(OC)c4)nn32)c1 (stereo not given)
40	COc1ccc(C(=O)N=C2SC3CS(=O)(=O)CC3N2c2ccc(N(C)C)cc2)cc1OC (stereo not given)
33	CC(=O)c1cccc(NC(=O)C2CCCN(S(=O)(=O)c3ccccc3)C2)c1 (stereo not given)
37	N#Cc1ccccc1NC(=O)CSc1nnc(-c2ccncc2)o1
36	CCCc1cc(C(N)=O)c(NC(C)=O)s1
38	COc1ncnc2sc(-c3ccccc3)cc12

compound no.	39	35	40	33	37	36	38
SENP1 FRET inh	-9	1	5	0	5	-7	-3
HKDC1 inhibitor	-9	-9	1	-12	1	-6	-9
PfGluPho inh	3	10	-9	1	-5	-2	20
beta cell repl	0	-5	14*	-2	0	0	3
SENP6 block	-3	-4	1	-14	-5	5	93*
SENP8 block-2	-335	-22	-15	7	12	3	3
SENP8 block-1	-3	0	16	-2	-8	10	97*
UBC13 polyUb	-10	19	12	3	1	-4	2
SENP7 inh	-7	9	-1	8	3	7	99*

Continued.
41	O=C(NCc1cc([N+](=O)[O-])ccc1O)c1cccnc1Sc1ccc(Cl)cc1
42	Clc1ccc(Cn2c(-c3cccnc3Cl)nc3ccccc32)cc1
43	Clc1ccc(-c2csc(=Nc3cccnc3)n2CCCn2ccnc2)cc1Cl
44	CCOC(=O)c1cnc(SCc2nc(N)nc(Nc3ccccc3)n2)nc1N
45	O=C(O)C(=Cc1ccccc1)Cc1ccccc1
46	CCN1C(=O)CC(c2ccc(OC(C)C)cc2)C1=O (stereo not given)
47	Oc1ccc(F)cc1-c1cc(-c2ccc3c(c2)OCCO3)n[nH]1
48	CCCCN(Cc1ccco1)S(=O)(=O)c1c[nH]c(C(=O)OC)c1

compound no.	41	42	43	44	45	46	47	48
SENP1 FRET inh	1	-10	2	0	1	8	0	-1
HKDC1 inhibitor	-2	13	-7	-5	1	-6	-2	3
PfGluPho inh	-8	10	1	-2	4	9	20	-8
beta cell repl	3	-1	0	0	nt	-2	-3	-2
SENP6 block	-9	1	15	1	nt	-28	88*	0
SENP8 block-2	17	-52	10	7	4	9	11	7
SENP8 block-1	-2	-7	1	4	nt	-13	84*	-9
UBC13 polyUb	7	3	4	0	nt	-3	13	-6
SENP7 inh	1	-2	3	-1	nt	-4	75*	-12

49	CCCCC(=O)Nc1ccc(N2CCN(c3ccc(F)cc3)CC2)cc1
50	CN(C/C=C/c1ccccc1)C1CCCCC1
51	O=C(COC(=O)/C=C/c1ccco1)Nc1cccc([N+](=O)[O-])c1
52	CC(C)(OC(=O)c1ccc(C(F)(F)F)cc1)c1cc2ccccc2c(=O)o1
53	Cc1cc(C)n(-c2ccc(C(=O)NC(C)C)cc2)n1
54	CC(=O)N/C(=C\c1ccccc1)C(=O)NC(C)C(=O)O (stereo not given)
55	CCN(Cc1ccncc1)C(=O)c1cc(COc2c(C)cccc2C)on1
56	O=C1C(=O)N(CCN2CCOCC2)C(c2ccc(Cl)c(Cl)c2)/C1=C(/O)c1ccc2c(c1)OCO2 (stereo not given)
57	CC1Cc2ccccc2N1CC(=O)c1c(N)n(Cc2ccccc2)c(=O)n(C)c1=O (stereo not given)

compound no.	49	50	51	52	53	54	55	56	57
SENP1 FRET inh	-1	-3	3	4	1	2	4	1	-21
HKDC1 inhibitor	-2	2	6	2	0	-4	-2	-2	-4
PfGluPho inh	2	-7	-2	29	1	6	12	-4	2
beta cell repl	-1	-5	nt	2	-2	-3	5	1	-2
SENP6 block	-3	-5	nt	-2	-14	2	1	-13	-9
SENP8 block-2	8	18	18	6	17	20	4	-8	10
SENP8 block-1	-5	4	nt	8	-9	-4	0	2	5
UBC13 polyUb	-1	3	nt	6	-14	-13	-2	-13	7
SENP7 inh	-5	1	nt	4	-5	-4	-3	-11	6
